KB-V1 MDR tox = KB-V1 MDR subline cytotoxicity | Potency, µM (titrated, usually from 46.1 µM), for inactives: at the top dose activity change, negative = cytotoxicity, usual class: cytotoxic | 400,000 tested, 3.4% active | KB-V1 MDR cells viability, CellTiter-Glo, 72 h; further: potency means the concentration at half of the fitted maximal effect; on the % scale 0 is the no-effect control and ±100 the full control effect; nearly all actives have a fitted effect of over 60% in size
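KB-V1 MDR subline cells in DMEM (phenol-red free, 10% FBS) exposed to compounds in qHTS concentration series for 72 h at 37 degrees C. Viability read by CellTiter-Glo luminescence; concentration-effect curves fitted after normalization and correction.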
HT1080NT lethal = kills 2HG-producing HT-1080-NT fibrosarcoma cells | HT-1080-NT fibrosarcoma viability, CellTiter-Glo ATP luminescence, 48 h | Potency, µM (highest dose often 46.1 µM), for inactives: at the highest dose activity, negative = less viability, most hits filed as cytotoxic | 360,000 tested, 1.6% active;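 further: NT is the 2HG producing partner of a matched IDH1 knockdown line; potency means the concentration at half of the fitted maximal effect; 0% = DMSO-treated cells and -100% = media-only wells without cells; nearly all actives have a fitted effect of over 55% in size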
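A 48-hour cytotoxicity screen used HT-1080-NT cells plated 2 hours before compound delivery. ATP-based CellTiter-Glo luminescence measured viability, normalized to DMSO and no-cell controls.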
HT1080 IDH1KD tx = HT-1080 IDH1 knockdown cell toxicity (counter line). HT-1080 IDH1 knockdown viability, ATP luminescence, 48 h. Potency, µM (titrated, usually from 46.1 µM), for the others: at the highest dose activity, negative = toxicity, actives largely listed as cytotoxic. 360,000 tested, 2% active. AID 686971;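 further: potency means the concentration at half of the fitted maximal effect; 0% = DMSO wells and -100% = cell-free medium wells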
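% activity derives from luminescence (CellTiter-Glo), normalised to DMSO and no-cell wells. HT-1080-IDH1KD cells, 750/well, had 48 h compound exposure at 37 °C.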
IL1B secr inh = inflammasome signaling inhibition, IL-1 beta readout; AID 743279; 360,000 tested, 4.7% active; THP-1 LPS/ATP IL-1B secretion, AlphaLISA, 16 h; hits give low values; activity change, % at 57.5 µM; in the data active means activity change below about -50%; inconclusive means mostly about -30% to -49%; further: on the % scale 0 is the no-effect control and ±100 the full control effect
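Secreted IL-1B measured by AlphaLISA bead assay after 16 h compound exposure of THP-1 cells; compounds (final up to 57.5 uM) added 1 h before LPS (250 ng/mL) and ATP (1.25 mM) stimulation; lower signal means less secretion.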
SW480 rereplic = DNA re-replication induction in SW480 cells | SW480 DNA re-replication, Hoechst DNA content imaging, 48 h | Potency, µM (doses to about 46.1 µM), without a hit: top-dose re-replication activation, usual class: activators | 340,000 tested, 1.8% active | AID 624297; further: potency means the concentration at half of the fitted maximal effect; % of control where 0% means no effect; nearly all actives have a fitted effect of over 55% in size
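First, 250 cells per well were seeded. Next, compound or vehicle (23 nL) was pinned in, plates sat 48 hr at 37 C. Finally Hoechst was added for 40 min before fluorescence scanning.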
MCF10A rereplic = induces DNA re-replication in MCF 10a normal breast cells | MCF 10A DNA re-replication, Hoechst nuclear intensity, 48 h | Potency, µM (doses to about 46.1 µM), for inactives: at the top dose activity, positive = re-replication, most hits filed as activators | 350,000 tested, 2.9% active | AID 624296; further: potency means the concentration at half of the fitted maximal effect; % of control where 0% means no effect; nearly all actives have a fitted effect of over 50% in size
ATXN2 expr inh = ATXN2 expression inhibition; HEK-293 ATXN2-luciferase reporter, luminescence, 24 h; Potency, µM (top dose mostly 57 µM), for the others: at the highest dose activity change, negative = inhibition, most hits filed as inhibitors; 360,000 tested, 0.72% active; AID 1745845; further: potency means the concentration at half of the fitted maximal effect; on the % scale 0 is the no-effect control and ±100 the full control effect; nearly all actives have a fitted effect of over 55% in size
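qHTS (up to 57 uM final) was run with 24 h compound exposure of reporter cells at 37 °C. Each well was multiplexed: SteadyGlo luminescence measured ATXN2-luciferase expression after a fluorogenic Gly-Phe-AFC viability readout (25 uM final).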
WRN inhibitor = inhibitors of human WRN helicase; Q14191; WRN helicase unwinding, fluorescent forked duplex, kinetic; Potency, µM (highest dose often 114 µM), inactives show at the highest dose activity change, negative = inhibition, usual class: inhibitors; 360,000 tested, 0.46% active; further: potency means the concentration at half of the fitted maximal effect; on the % scale 0 is the no-effect control and ±100 the full control effect; nearly all actives have a fitted effect of over 55% in size
Target sequence (Q14191 whole entry, looked up): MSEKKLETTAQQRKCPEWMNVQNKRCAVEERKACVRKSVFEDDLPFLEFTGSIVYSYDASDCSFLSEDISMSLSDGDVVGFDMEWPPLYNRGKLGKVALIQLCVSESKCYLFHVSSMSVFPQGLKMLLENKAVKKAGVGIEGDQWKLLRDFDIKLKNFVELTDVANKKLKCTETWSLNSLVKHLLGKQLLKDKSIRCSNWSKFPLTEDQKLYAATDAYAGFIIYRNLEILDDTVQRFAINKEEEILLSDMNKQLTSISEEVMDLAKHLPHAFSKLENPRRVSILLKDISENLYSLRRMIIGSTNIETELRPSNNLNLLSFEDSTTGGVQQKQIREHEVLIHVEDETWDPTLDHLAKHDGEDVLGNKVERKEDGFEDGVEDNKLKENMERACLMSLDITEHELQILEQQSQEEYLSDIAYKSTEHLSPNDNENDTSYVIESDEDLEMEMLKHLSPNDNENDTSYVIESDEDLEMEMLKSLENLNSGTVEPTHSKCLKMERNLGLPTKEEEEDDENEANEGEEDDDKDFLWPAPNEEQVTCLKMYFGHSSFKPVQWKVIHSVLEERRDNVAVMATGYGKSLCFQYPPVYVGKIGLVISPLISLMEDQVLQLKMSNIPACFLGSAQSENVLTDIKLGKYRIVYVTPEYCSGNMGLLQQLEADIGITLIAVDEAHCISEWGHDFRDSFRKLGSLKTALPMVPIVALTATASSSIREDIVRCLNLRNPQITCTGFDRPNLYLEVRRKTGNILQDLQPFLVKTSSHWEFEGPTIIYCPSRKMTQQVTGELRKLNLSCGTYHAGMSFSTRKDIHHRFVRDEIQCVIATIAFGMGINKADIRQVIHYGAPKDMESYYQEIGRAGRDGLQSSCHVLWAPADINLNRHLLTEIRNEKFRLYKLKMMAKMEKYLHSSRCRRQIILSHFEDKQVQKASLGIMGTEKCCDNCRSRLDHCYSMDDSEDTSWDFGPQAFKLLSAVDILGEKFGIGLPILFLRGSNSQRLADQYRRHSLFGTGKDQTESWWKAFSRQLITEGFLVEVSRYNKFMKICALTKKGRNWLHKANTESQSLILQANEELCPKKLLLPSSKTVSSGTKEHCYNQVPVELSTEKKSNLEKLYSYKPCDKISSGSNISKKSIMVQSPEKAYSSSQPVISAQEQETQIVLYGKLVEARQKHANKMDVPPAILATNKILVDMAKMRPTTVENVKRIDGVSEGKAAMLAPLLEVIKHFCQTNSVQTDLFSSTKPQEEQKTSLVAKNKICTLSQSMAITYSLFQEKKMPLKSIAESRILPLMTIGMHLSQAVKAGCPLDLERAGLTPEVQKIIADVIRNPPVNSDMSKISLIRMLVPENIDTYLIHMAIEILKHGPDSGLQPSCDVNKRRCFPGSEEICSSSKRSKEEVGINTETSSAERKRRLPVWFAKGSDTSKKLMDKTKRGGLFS
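Enzyme (20 nM final) and test compound sit together 15 min at room temperature before substrate addition. Substrate is a single-forked duplex oligonucleotide (100 nM) labelled with fluorophore and quencher, with 2 mM ATP; helicase unwinding raises red fluorescence, read kinetically.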
KB-3-1 cytotox = KB-3-1 parental cell cytotoxicity; KB-3-1 viability, CellTiter-Glo ATP luminescence, 72 h; Potency, µM (top dose mostly 46.1 µM), for inactives: at the highest dose activity change, negative = cytotoxic, hits mostly cytotoxic; 400,000 tested, 1.4% active; further: potency means the concentration at half of the fitted maximal effect; on the % scale 0 is the no-effect control and ±100 the full control effect; nearly all actives have a fitted effect of over 60% in size
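Cells are dispensed, compounds pinned in, plates held at 37 °C for 72 h, then CellTiter-Glo is added and luminescence read after 10 minutes. Cell line: parental KB-3-1 in phenol-red-free DMEM, 10% FBS.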
Numbers without * were called inactive; ? = inconclusive; / = no result given; [ ] = dose if it differs, or a comment. Unless noted, the call rests on the fitted dose curve; in most records, active means well fitted curve in the direction sought with a large enough effect; inconclusive means small, poorly fitted or top-dose-only effect, or another doubt; inactive means no such curve, though single readings can be large; an effect the other way counts as inactive or inconclusive.

entry	SMILES	KB-V1 MDR tox	HT1080NT lethal	HT1080 IDH1KD tx	IL1B secr inh	SW480 rereplic
1	O=C(CNc1ccc2ccccc2c1)N/N=C/C=C/c1cccc([N+](=O)[O-])c1	11%	?	?	-9	-3%
2	Cc1cccc(NCc2ccccc2O)n1	-3%	-4%	-5%	?	3%[9.22 µM]
3	Cc1c(-n2c(SCC(=O)O)nnc2-c2ccccc2Br)c(=O)n(-c2ccccc2)n1C	-4%	14%	1%	-7	1%
4	COc1cc(NC(=O)CCNS(=O)(=O)c2ccc3c(c2)CCC(=O)N3)cc(OC)c1	6%	-2%	-1%	-1	-2%
5	Cc1nn(CC(=O)NC2(C#N)CCCCC2)c(C)c1[N+](=O)[O-]	?	-5%	1%	-4	-13%
6	CCOC(=O)c1cnn(-c2nc(SC)nc3sc4c(c23)CCC4)c1N	3%	10%	13%	17	-5%
7	CSc1ccc(C(=O)C2CCCN(C(=O)CCn3cncn3)C2)cc1 (configuration not stated)	1%	9%	17%	2	-6%
8	CSc1nc(N)n2nc(-c3ccc(Cl)cc3)cc2n1	-19%	?	-28%	4	-8%
9	CCN(CC(=O)Nc1ccc(OC)cc1)C(=O)CSCc1ccc(C)cc1	?	-2%	-1%	-7	13%
10	O=C(/C=C/c1cn(-c2ccccc2)nc1-c1ccc2c(c1)OCCO2)NCCO	17%	5%	-3%	-10	-5%
11	Cc1ccnc(NCc2cc(Cl)cc(Cl)c2O)c1	-2%	-15%	-8%	16	/
12	Cc1cc(=O)[nH]c2c(C)cc(S(=O)(=O)N3CCOCC3)cc12	?	2%	-2%	-12	?

entry	MCF10A rereplic	ATXN2 expr inh	WRN inhibitor	KB-3-1 cytotox
1	?	-23%	-11%[11.6 µM]	17%
2	17%	6%	-6%	-6%
3	-2%	-5%	6%	5%
4	-44%[inhibitor]	2%	4%	-4%
5	-2%	/	5%	-1%
6	2%	5%	-8%	3%
7	0%	0%	-8%	17%
8	-2%	56%[activator]	7%	1%
9	5%	6%	-2%	-18%
10	-2%	6%	8%	-3%
11	/	/	-5%	1%
12	12%	1%	9%	?

Profiles from above:
`Cc1cccc(NCc2ccccc2O)n1` is entered as KB-V1 MDR tox = -3%; HT1080NT lethal = -4%; HT1080 IDH1KD tx = -5%; IL1B secr inh = ?; SW480 rereplic = 3%[9.22 µM]; MCF10A rereplic = 17%; ATXN2 expr inh = 6%; WRN inhibitor = -6%; KB-3-1 cytotox = -6%
`CCOC(=O)c1cnn(-c2nc(SC)nc3sc4c(c23)CCC4)c1N` is entered as KB-V1 MDR tox = 3%; HT1080NT lethal = 10%; HT1080 IDH1KD tx = 13%; IL1B secr inh = 17; SW480 rereplic = -5%; MCF10A rereplic = 2%; ATXN2 expr inh = 5%; WRN inhibitor = -8%; KB-3-1 cytotox = 3%
`Cc1nn(CC(=O)NC2(C#N)CCCCC2)c(C)c1[N+](=O)[O-]` is entered as KB-V1 MDR tox = ?; HT1080NT lethal = -5%; HT1080 IDH1KD tx = 1%; IL1B secr inh = -4; SW480 rereplic = -13%; MCF10A rereplic = -2%; ATXN2 expr inh = /; WRN inhibitor = 5%; KB-3-1 cytotox = -1%

Additional compounds.
entry	SMILES	KB-V1 MDR tox	HT1080NT lethal	HT1080 IDH1KD tx	IL1B secr inh	SW480 rereplic
13	COC(=O)COc1ccc(S(=O)(=O)N2CCOCC2)cc1C	8%	-4%	-3%	7	-9%
14	CCn1c(SCC(=O)Nc2ccccc2F)nnc1-c1cnccn1	11%	13%	4%	0	-4%
15	CSCCNC(=O)c1ccc(OC2CCN(S(=O)(=O)N(C)C)CC2)cc1	-1%	5%	-6%	-11	-4%
16	CCC(=O)N1N=C2CC(C)(C)OCC2C1c1ccccc1 (configuration not stated)	-8%	19%	3%	5	-1%
17	CCCNC(=S)NNC(=O)c1cc(C2CC2)nc2ccccc12	13%	8%	2%	1	-4%
18	Cc1ccccc1C(=O)NNc1ccc(-c2csnn2)cc1	-26%	?	8.2µM*	/	3%
19	O=C(CCN1C(=O)/C(=C\C=C\c2ccccc2)SC1=S)Nc1cccc(C(=O)O)c1	?	-1%	?	?	?
20	Cc1ccccc1C(=O)OCCCN=C1NS(=O)(=O)c2ccccc21	-15%	20%	9%	33	0%
21	COc1ccccc1NS(=O)(=O)c1cc(C(=O)NCC(c2ccc(F)cc2)N2CCOCC2)ccc1C (configuration not stated)	-1%	-2%	-5%	-9	1%
22	CCCCNC1=NCCS1	-1%	23%	20%	0	0%
23	Fc1ccccc1-c1nc(NCc2ccco2)c2ccccc2n1	-19%	-10%	-9%	0	-1%
24	Cc1cccc2cc(CN(CCCO)C(=O)Nc3ccccc3Cl)c(=O)[nH]c12	-19%	-16%	-7%	-23	4%

entry	MCF10A rereplic	ATXN2 expr inh	WRN inhibitor	KB-3-1 cytotox
13	-2%	5%	-7%	1%
14	0%	3%	-1%	4%
15	-2%	0%	-1%	15%
16	-3%	-28%	0%	-3%
17	-1%	0%	1%	15%
18	18µM*	-33%	-3%	5%
19	?	0%	?	1%
20	2%	-2%	3%	19%
21	3%	-5%	-1%	-6%
22	-11%	/	-1%	2%
23	-2%	/	-3%	0%
24	24%	9%	-3%	4%

New compounds follow.
entry	SMILES	KB-V1 MDR tox	HT1080NT lethal	HT1080 IDH1KD tx	IL1B secr inh	SW480 rereplic
25	CC(c1ccccc1)n1c(SCC(=O)N2CC(=O)Nc3ccccc32)nc2ccccc2c1=O (configuration not stated)	?	-14%	-14%	-3	/
26	COc1ccccc1CNC(=O)C1CCN(C(=O)c2sccc2-n2cccc2)CC1	-21%	14%	8%	?	-12%
27	O=C(Cn1nnc(-c2ccncc2)n1)N1CCc2ccccc21	8%	-3%	0%	10	0%
28	O=C(NCc1ccccc1)C(=O)NCC1OCCCN1S(=O)(=O)c1cccs1 (configuration not stated)	-25%	6%	0%	21	2%
29	COc1ccccc1N1CCN(/N=C/c2ccc(O)c(O)c2)CC1	-4%	-9%	?	9	13µM*
30	O=C(c1ccc(S(=O)(=O)NCc2ccco2)cc1)N1CCN(Cc2ccc3c(c2)OCO3)CC1	-17%	-17%	-6%	-10	-2%
31	O=C(CCCCCl)Nc1c2c(nc3ccccc13)CCC2	-1%	-6%	-14%	-7	-47%[inhibitor][1.84 µM]
32	S=C(NCCc1ccccn1)Nc1cccc(Cl)c1	21µM*	17%	21%	0	6%
33	Nc1nc(NCc2ccc(Cl)cc2)nc(NCCO)c1[N+](=O)[O-]	?	-9%	-28%	27	-30%
34	CCc1ccc(NC(=O)CSc2ccc(-c3sc(C)nc3C)nn2)cc1	-18%	-18%	?	72	?
35	COC(=O)[C@]1(Cc2ccccc2)N[C@H](c2ccc(-c3ccccc3)cc2)[C@@H]2C(=O)N(C)C(=O)[C@@H]21	12%	-9%	?	-21	-2%
36	COc1ccc(NC(=O)c2cc(C3CCCCN3S(=O)(=O)c3ccccc3)on2)c(C)c1 (configuration not stated)	1%	-10%	-20%	-2	/

entry	MCF10A rereplic	ATXN2 expr inh	WRN inhibitor	KB-3-1 cytotox
25	?	?	-8%	?
26	0%	-2%	-7%	14%
27	-13%	-8%	-7%	-2%
28	0%	6%	2%	5%
29	17%	9%	-4%	-13%
30	?	-17%	6%	-27%
31	7%	12%	-4%[57.1 µM]	3%
32	19%	16%	-1%	-1%
33	?	-37%	-5%	8%
34	7%	?	-3%	1%
35	1%	-15%	-8%	-23%
36	/	-9%	-4%	0%

Continued.
entry	SMILES	KB-V1 MDR tox	HT1080NT lethal	HT1080 IDH1KD tx	IL1B secr inh	SW480 rereplic
37	Cc1cccc(-c2nc(S(=O)(=O)c3ccccc3)c(N3CCOCC3)o2)c1	1%	-3%	-7%	35	-8%
38	Cc1ccc(OCCCC(=O)Nc2ccc3c(c2)OCCO3)cc1	-17%	-3%	-8%	-15	56%
39	Cc1cc(N(C)C)cc(C)[n+]1[O-]	0%	16%	11%	36	0%
40	COc1ccc(NC(=O)Nc2cc(F)ccc2C)cc1	?	6%	-3%	-10	0%
41	CC(=O)c1cc(C(c2csc(C(C)=O)c2)c2csc(C(C)=O)c2)cs1	-16%	0%	-17%	-5	1%
42	Cc1noc(C)c1S(=O)(=O)N(C)C[C@H]1Oc2c(NC(=O)C3CCCCC3)cccc2C(=O)N([C@H](C)CO)C[C@@H]1C	-8%	6%	7%	3	-8%
43	O=C(CCCN1C(=O)c2cccnc2C1=O)N1CC(=O)N(CCc2ccccc2)C(=O)C1	22%	6%	0%	24	-2%
44	CCOC(=O)C1CCCN(C(=O)c2ccc3ncsc3c2)C1 (configuration not stated)	/	0%	-7%	-1	-3%
45	COC(=O)c1ccc(/C=C/c2ccc3cccc(OC)c3n2)cc1	?	0%	5%	-4	?
46	O=C(COC(=O)/C=C/c1cccc(Cl)c1)NCCc1ccc(Cl)cc1Cl	-19%	17%	4%	0	0%
47	Cc1ccccc1-c1nnn(CC(=O)N2CCN(C(=O)c3ccco3)CC2)n1	-23%	-12%	0%	6	-5%

entry	MCF10A rereplic	ATXN2 expr inh	WRN inhibitor	KB-3-1 cytotox
37	2%	3%	-16%	-2%
38	-2%	?	0%	-21%
39	-3%	1%	7%	-5%
40	-3%	1%	-5%	?
41	0%	3%	-6%	24%
42	21%	-1%	-6%	-13%
43	3%	-12%	8%[57.1 µM]	6%
44	-1%	-10%	-20%	/
45	?	12%	4%	1%
46	-2%	-13%	1%	-5%
47	-3%	-2%	8%	?

Screening data deposited in PubChem by National Center for Advancing Translational Sciences (NCATS).

Compounds as they come, and some 12% of all compounds hit somewhere here.
